SUMO HTRF inh = inhibitors of human SUMOylation (UBC9); P63279; HTRF SUMOylation assay, SAE1/SAE2 + UBC9, in vitro; inhibition, % at 35 µM; 290,000 compounds, 0.36% hits; AID 2006; in the data active = inhibition above about 50%, passing the limit was not always enough; also: strong numbers were not always called active
Target sequence (P63279 whole entry, looked up): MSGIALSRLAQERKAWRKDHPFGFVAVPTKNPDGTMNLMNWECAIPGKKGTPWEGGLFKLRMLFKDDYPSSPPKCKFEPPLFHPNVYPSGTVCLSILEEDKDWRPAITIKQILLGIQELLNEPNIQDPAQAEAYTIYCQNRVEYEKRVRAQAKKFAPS
pCIP destab = lowers stability of the mouse p/CIP coactivator protein. F442A p/CIP-EGFP cells, EGFP fluorescence, 16 h. decrease of EGFP signal, % at 10 µM. 290,000 compounds, 0.01% hits;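 active = EGFP signal decrease of at least 30% at 10 µM or well 3 SD below plate mean, unless failing retest; inactive = the rest, including hits failing retest or dose response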; also: some compounds called inactive have numbers as strong as hits; many of its hits are not listed in these tables
FID counter = displaces DNA intercalator in HCV helicase counter-screen | DNA fluorescent intercalator displacement, fluorescence | 290,000 compounds, 0.17% hits | inhibition, % at 7.9 µM; in the data active = inhibition above about 37%;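 also: 0% = vehicle and 100% = reference compound; higher means more ethidium bromide displaced from hairpin DNA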
IDE act = boosts human insulin-degrading enzyme activity in HEK cells; P14735; FAbeta-B cleavage, fluorescence polarization; 0% vehicle, 100% cell-free pure enzyme wells; activation, % at 5.96 µM; 340,000 compounds, 0.073% hits; AID 493087;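 active = activation above the mean of all tested compounds plus 3 SD, set per screening campaign, cut at about 17% in these data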
VIM-2 inhibitor = blocks Pseudomonas aeruginosa VIM-2 metallo-beta-lactamase | purified VIM-2, nitrocefin hydrolysis, epi-absorbance fluorescence | inhibition, % at 5.6 µM | 290,000 compounds, 0.89% hits;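 active = inhibition above the mean of all tested compounds plus 3 SD, cutoff set per screening run, cut at about 7.5% in these data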;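 also: red hydrolysis product quenches plate fluorescence so inhibitors raise well fluorescence; 0% = enzyme with DMSO and 100% = DMSO without enzyme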
IMP-1 inhibitor = inhibitors of Pseudomonas aeruginosa IMP-1 metallo-beta-lactamase. purified IMP-1, nitrocefin hydrolysis, epi-absorbance fluorescence. inhibition, % at 5.6 µM. 290,000 compounds, 0.45% hits;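 active = inhibition above the mean plus 3 SD of all compounds in the same screening run, cut at about 4.5% in these data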;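 also: 0% = IMP-1 with DMSO and 100% = DMSO wells lacking enzyme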
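System: Purified recombinant IMP-1 metallo-beta-lactamase enzyme | Measured by: Fluorescence quenching readout, ex 480/em 530 nm | Replication: Singlicate | Incubation: 15 min preincubation plus 25 min reaction at 25 °C | Evaluation: Percent inhibition from optical density relative to buffer-blank wells | Benchmarks: DMSO with and without IMP-1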
MEKK3 PB1 HTS = MEKK3-MEK5 PB1 interaction, increase or decrease; Q99759; bead-based flow cytometry, Alexa488-MEK5 binding to MEKK3; actives lie on both sides; 0 = blocked by unlabeled MEK5, 100 = vehicle; binding response (% of control), % at 10 µM; 290,000 compounds, 1.4% hits; AID 1529;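 active = binding response more than 3 SD above or below the average of its plate-row segment, actives on both sides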;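 also: Alexa488 bead fluorescence after subtracting the streptavidin-only scavenger bead signal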
Target sequence (Q99759 whole entry, looked up): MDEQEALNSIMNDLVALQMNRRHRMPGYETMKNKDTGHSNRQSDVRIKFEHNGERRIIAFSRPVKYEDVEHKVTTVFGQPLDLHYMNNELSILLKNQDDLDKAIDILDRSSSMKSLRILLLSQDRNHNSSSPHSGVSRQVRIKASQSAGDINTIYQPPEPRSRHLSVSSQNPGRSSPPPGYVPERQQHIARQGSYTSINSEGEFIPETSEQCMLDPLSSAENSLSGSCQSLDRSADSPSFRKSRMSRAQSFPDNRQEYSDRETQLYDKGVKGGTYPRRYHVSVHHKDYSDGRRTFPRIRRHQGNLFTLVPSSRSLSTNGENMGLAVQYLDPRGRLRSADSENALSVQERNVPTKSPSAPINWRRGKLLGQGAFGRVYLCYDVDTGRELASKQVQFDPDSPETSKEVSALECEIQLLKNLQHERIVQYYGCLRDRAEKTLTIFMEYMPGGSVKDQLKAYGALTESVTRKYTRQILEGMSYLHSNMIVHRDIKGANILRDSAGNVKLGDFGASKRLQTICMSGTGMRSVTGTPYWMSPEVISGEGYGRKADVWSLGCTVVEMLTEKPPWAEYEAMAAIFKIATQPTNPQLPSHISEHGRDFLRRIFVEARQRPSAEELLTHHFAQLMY
NS3 helicase inh = blocks Hepatitis C virus NS3 helicase unwinding. NS3 helicase DNA unwinding, Cy5 molecular beacon fluorescence. 290,000 compounds, 0.56% hits. AID 1800. inhibition, % at 10.9 µM;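 active = inhibition above the mean of all tested compounds plus 3 SD, set per campaign, cut at about 35% in these data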;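 also: 0% = DMSO wells and 100% = thioflavine S control wells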
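System: NS3 helicase fragment of HCV / Schedule: 1 h at 25 °C / Control set: DMSO alone as 0% and 110 µM thioflavine S as 100% / Reagent: Cy5/quencher beacon DNA duplex and ATP to start / Technique: Cy5 fluorescence / Replication: singlicate / Evaluation: % inhibition of end-to-start signal ratio versus controls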
PHOSPHO1 block = blocks human PHOSPHO1 phosphatase activity | inhibition, % at 13.3 µM | AID 1565 | recombinant PHOSPHO1, absorbance phosphatase assay | 290,000 compounds, 1.1% hits; in the data active = inhibition above about 60%
* hit, by the source's call; / = no result given. Only part of the results is shown; the hit share may differ from the screen's.

mol	SUMO HTRF inh	pCIP destab	FID counter	IDE act	VIM-2 inhibitor	IMP-1 inhibitor	MEKK3 PB1 HTS	NS3 helicase inh	PHOSPHO1 block
N#Cc1c(-c2ccccc2)cc(-c2ccccc2)nc1SCC(=O)O	42.2	7.4	-4.9	-1.0	1.1	-0.4	107.0	-10.2	-12.1
O=C(c1ccc(Cn2cc(Cl)cn2)o1)N1CCN(Cc2ccc3c(c2)OCO3)CC1	5.3	0.4	-21.7	4.2	-5.6	-5.9	106.0	-16.4	13.5
COc1ccc(S(=O)(=O)N(CC(=O)NCc2ccccn2)Cc2ccccc2)cc1	23.5	-9.5	-28.5	1.4	0.7	-0.9	103.0	7.4	18.4
N/C(=N\OC(=O)COc1ccc2ccccc2c1Br)c1ccncc1	-9.0	-14.0	-8.2	/	0.7	-0.8	87.0	-3.4	-0.9
CC1(C)NC(=O)N(CN2C(=O)NC(C)(C)C2=O)C1=O	-0.7	-4.3	-1.5	-3.3	-1.9	-2.4	79.0	4.7	7.0
COc1ccc(CC(=O)Nc2ccc(C(=O)NC(C)(C)C)cc2)cc1	14.2	3.2	-18.3	2.4	-1.9	-0.8	97.0	-1.0	3.1
Nc1nnc(CC(=O)Nc2ccccc2)s1	-0.9	4.2	-7.0	/	0.9	-0.1	85.0	13.3	28.5
CN1C[C@@H]2C[C@@H](c3ccc(C#CC(C)(C)O)s3)N3CCC[C@@]23C1=O	16.4	-13.3	-8.6	3.4	-0.9	-1.6	102.0	1.9	10.6
COc1ccc(OCC(O)CNCc2ccco2)cc1 (configuration not stated)	8.3	-21.3	-7.0	2.2	1.0	-2.5	77.0	-3.0	-22.1
O=C(c1cccc(F)c1)N1CCN(C2CCCCC2)CC1	4.4	-7.4	2.1	0.7	-4.7	-3.6	93.0	-7.4	1.9
O=c1c(-c2ccc(O)cc2)coc2cc(OC3OC(CO)C(O)C(O)C3O)cc(O)c12 (configuration not stated)	17.6	-14.7	5.3	3.5	7.6	1.0	54.0	2.6	3.5
COC(=O)NCc1cc2cc(Cl)ccc2[nH]1	34.1	-21.8	-6.3	1.1	-2.1	-2.0	106.0	-7.2	-16.5
CC(C)Cc1ccc(CN2CCCC(NC(=O)Cn3cnnn3)C2)cc1 (configuration not stated)	5.6	-7.7	3.5	6.2	-2.8	-1.4	105.0	-32.6	42.6
Cc1cccc(-n2nc3c(c2NC(=O)c2ccc(S(=O)(=O)N4CCOCC4)cc2)CSC3)c1C	3.8	5.8	0.8	3.8	-0.9	-2.1	/	-1.7	13.9
Cc1ccc(S(=O)(=O)n2nc(OC(=O)c3cccs3)cc2N)cc1	-2.8	-0.9	-1.0	1.2	-1.2	-3.3	108.0	-0.1	25.4
Cc1ccc(C2(c3noc(CN4CCC(c5ccncc5)CC4)n3)CCCC2)cc1	1.8	-9.2	-30.4	-2.9	-2.5	-3.1	99.0	4.3	-1.8
O=C(N/N=C/c1ccccc1Cl)c1n[nH]c2c1CCCC2	12.8	3.9	-5.4	0.8	-1.2	-1.8	100.0	-0.2	8.7
COc1ccc(C(=O)c2c[nH]c(C(=O)NCCCN3CCOCC3)c2)cc1	8.8	1.7	-1.0	-2.5	-2.6	-3.2	103.0	4.2	-9.0
CCOC(=O)N1CCN(C(=O)CCCOc2ccccc2)CC1	14.6	-6.6	-14.7	5.4	-1.3	-4.0	105.0	0.4	14.6
OCc1nc2ccccc2n1CC(O)Cn1ccc2ccccc21 (configuration not stated)	7.9	-10.0	-6.5	-1.4	-3.2	-3.0	102.0	-9.7	17.3
CC(C)NC(=O)c1ccccc1NC(=O)/C=C/c1ccc([N+](=O)[O-])cc1	12.5	-12.1	-0.8	4.3	-1.5	-3.0	99.0	-0.8	33.8
COc1ccc(CCN(C)C2CCCN(S(=O)(=O)N(C)C)C2)cc1OC (configuration not stated)	/	/	-2.5	4.2	0.4	0.4	107.0	-1.8	/
CCCNS(=O)(=O)c1cc(Cl)ccc1OC	2.7	1.6	-2.4	1.4	0.5	-3.0	95.0	-0.3	32.8
C/C=N\NC(=O)COc1cc(C)ccc1C	5.7	0.7	-7.4	/	-5.4	-1.9	103.0	11.1	23.6
Cc1cc(C)n(C(=O)CN(C)S(=O)(=O)c2ccc([N+](=O)[O-])cc2)n1	-4.1	-3.2	-10.6	5.7	-0.1	-3.0	104.0	-3.6	28.4
COc1ccc(C(=O)Nc2ccc3c(c2)nc(CCNC(C)=O)n3C)cc1	0.8	-0.4	-5.6	1.1	-4.6	-2.5	104.0	-12.9	1.7
Cc1nn(C)cc1S(=O)(=O)N1CCN(Cc2cccc(Cl)c2)CC1	13.1	-5.3	-17.7	-18.4	-2.3	0.7	99.0	-13.4	36.8
CCOC(=O)c1cc(-c2ccc([N+](=O)[O-])cc2)nc2c1c(=O)[nH]c(=O)n2Cc1ccccc1	-3.2	7.6	-9.7	0.2	-6.4	-4.4	98.0	5.8	10.2
CC(NC(=S)Nc1ccccc1Cl)C(c1cccs1)N1CCCC1 (configuration not stated)	-6.4	-6.0	6.3	-1.4	-3.7	-2.8	94.0	12.7	-17.2
COc1ccc(NC(=O)c2ccccc2Cl)cc1NC(=O)CN1CCOCC1	17.3	-2.3	-22.0	1.5	-2.8	-3.3	106.0	4.5	-25.3
N#Cc1ccccc1Cn1c(=O)n(Cc2ccc(C(=O)NCc3ccco3)cc2)c(=O)c2sccc21	11.1	-0.6	-18.8	-0.2	-0.5	7.0*	102.0	-3.5	-20.1
COC(=O)CNC(=O)Cn1nc(C)c([N+](=O)[O-])c1C	-20.4	8.4	1.1	5.0	-0.8	-3.5	98.0	1.7	-10.0
O=C(c1ccccc1F)N(Cc1ccccc1)Cc1ccccc1	8.2	-8.0	-36.5	5.6	1.2	-0.1	99.0	-9.2	4.6
COc1cc(NC(=O)CCC(=O)c2cccs2)cc(OC)c1	2.4	-3.8	-13.4	-1.0	0.5	-0.1	96.0	2.0	30.1
CC(=O)Nc1ccc(NC(=O)CN(c2cccc(C)c2)S(C)(=O)=O)cc1	13.4	0.2	-6.7	1.1	-2.3	-3.6	104.0	2.4	17.4
CCC(=O)N1CCN=C1SCc1ccc(F)cc1	-0.4	-8.9	2.1	5.7	-2.0	-1.7	100.0	-1.1	-11.3
O=C(NCCc1ccc(Cl)cc1)C1CCN(S(=O)(=O)c2ccc(Br)s2)CC1	-9.8	11.1	-5.3	2.3	-1.5	-3.4	107.0	-20.9	-24.2
CCOC(=O)N1CCN(S(=O)(=O)c2ccc(C(=O)Nc3nc4ccc(F)cc4s3)cc2)CC1	16.4	-2.0	-0.1	0.3	0.1	-1.0	/	-7.5	14.7
CN1CCN(C(=O)/C(=C/c2cn(S(=O)(=O)N(C)C)c3ccccc23)NC(=O)c2ccccc2Cl)CC1	-11.0	-5.7	24.9	1.5	-0.2	1.2	94.0	-18.6	48.8
CCN(CC)S(=O)(=O)c1ccc(Cl)c(C(=O)OC2CC(C)OC2=O)c1 (configuration not stated)	-4.0	-0.4	-14.3	-3.7	-1.5	-4.4	101.0	-0.9	11.0
CC(=O)N1CCOc2ccc(S(=O)(=O)N3CCC(C(=O)NCc4ccc(F)cc4)CC3)cc21	16.5	-6.9	-26.4	5.7	-2.3	-1.9	101.0	1.8	17.1
CCOc1ccccc1C1C(C(=O)Nc2ccccc2OC)=C(C)Nc2nnnn21 (configuration not stated)	-7.9	-2.8	-16.4	2.6	-1.5	-2.1	113.0	-2.0	10.9
CC(C)(C)c1ccc(-c2noc(CNC(=O)c3ccco3)n2)cc1	6.1	-23.7	-25.9	2.3	-1.3	-0.9	103.0	-3.1	15.1
C=CCn1c(COc2ccc(Cl)cc2)nnc1SCC(=O)N/N=C/c1cccc(O)c1	-9.4	-0.5	-11.2	-4.4	-0.9	-2.2	92.0	-7.5	8.1
COC(=O)c1cc(C(=O)Nc2ccc(S(=O)(=O)NC(C)(C)C)cc2)cc([N+](=O)[O-])c1	-3.9	-3.9	3.3	-1.9	-1.7	-1.7	92.0	-3.1	1.7
Cn1c(N)c(C(=O)COC(=O)Cc2ccsc2)c(=O)n(C)c1=O	-7.2	-0.9	-4.6	6.5	2.4	-1.1	107.0	2.1	3.6
CN1C(=O)NC(c2ccccc2)C2=C1CN(c1ccc3ccccc3c1)C2=O (configuration not stated)	40.5	-4.3	1.5	-2.0	-1.7	-3.3	107.0	1.0	20.8
CCn1cc(C2=NOC(C(=O)Nc3ccc4c(c3)OCO4)C2)c(C)n1 (configuration not stated)	4.3	1.3	-10.6	2.1	-0.6	-0.7	100.0	2.5	9.1
CCCCC(=O)NC(c1ccc(N(C)C)cc1)c1ccc2cccnc2c1O (configuration not stated)	-56.7	-14.8	-29.4	0.5	-1.8	-4.4	103.0	27.2	13.8
COc1ccc(-c2nnc(SCC(=O)N3CCc4ccccc4C3)o2)cc1	18.2	-0.7	-22.9	2.5	0.7	-3.7	97.0	-8.7	-3.7
Cc1ccc(-c2noc(CCC(=O)NC3CCCC3)n2)cc1	-24.8	6.0	-17.1	-2.8	-1.1	-2.1	104.0	1.6	6.3
Nc1ncccc1OCc1ccc(Br)cc1	-2.6	-0.5	-1.2	-3.1	-2.2	-1.4	98.0	-8.1	22.6
O=C(COc1ccc(S(=O)(=O)NC2CCCCC2)cc1)NCc1ccccn1	5.1	5.0	-20.8	7.9	0.2	-3.5	91.0	-5.5	3.6

Compound activity as filed in PubChem BioAssay.
